# Bioassay records: PubChem BioAssay, National Center for Advancing Translational Sciences (NCATS)
# KB-3-1 cytotox – kills parental KB-3-1 adenocarcinoma cells. KB-3-1 viability, CellTiter-Glo ATP luminescence, 72 h. Potency, µM (highest dose often 46.1 µM), for the others: at the highest dose activity change, negative = cytotoxic, actives largely listed as cytotoxic. hit rate 1.4% among 400,000; also: potency is read from the fitted curve at half-maximal effect; % is scaled to controls: 0 for no effect and ±100 for the full control effect; nearly all actives have a fitted effect of over 60% in size
#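 Cells are dispensed, compounds pinned in, plates held at 37 °C for 72 h, then CellTiter-Glo is added and luminescence read after 10 minutes. Cell line: parental KB-3-1 in phenol-red-free DMEM, 10% FBS.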
# KB-V1 cytotox – kills drug-selected multidrug resistant KB-V1 cells; KB-V1 MDR cells viability, CellTiter-Glo, 72 h; Potency, µM (series often up to 46.1 µM), inactives show at the highest dose activity change, negative = cytotoxicity, actives largely listed as cytotoxic; hit rate 3.4% among 400,000; also: potency is read from the fitted curve at half-maximal effect; % is scaled to controls: 0 for no effect and ±100 for the full control effect; nearly all actives have a fitted effect of over 60% in size
#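 qHTS viability screen in drug-selected KB-V1 MDR cells: 72 h compound treatment at 37 degrees C, ATP luminescence end point.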
# SW480 rerep – DNA re-replication induction in SW480 cells. SW480 DNA re-replication, Hoechst DNA content imaging, 48 h. Potency, µM (titrated, usually from 46.1 µM), inactives show at the top dose re-replication activation, actives largely listed as activators. hit rate 1.8% among 340,000. AID 624297; also: potency is read from the fitted curve at half-maximal effect; % of control where 0% means no effect; nearly all actives have a fitted effect of over 55% in size
#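 Readout is total intensity of Hoechst-stained nuclei, excited at 405 nm and collected at 500-530 nm. Compound treatment lasted 48 hr at 37 C in 5% CO2 before staining.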
# ATXN2 expr inh – reduces ATXN2 reporter expression in HEK-293 cells. hit rate 0.72% among 360,000. AID 1745845. HEK-293 ATXN2-luciferase reporter, luminescence, 24 h. Potency, µM (highest dose often 57 µM), for the others: at the top dose activity change, negative = inhibition, actives largely listed as inhibitors; also: potency is read from the fitted curve at half-maximal effect; % is scaled to controls: 0 for no effect and ±100 for the full control effect; nearly all actives have a fitted effect of over 55% in size
#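 ATXN2-luciferase reporter cells (luciferase flanked by upstream and downstream ATXN2 gene portions) were treated 24 h at 37 °C with compounds at up to 57 uM. SteadyGlo luminescence gave expression; GF-AFC fluorescence gave viability.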
# HT1080 IDH1KD tx – toxicity to HT-1080 IDH1 knockdown cells (counter line); HT-1080 IDH1 knockdown viability, ATP luminescence, 48 h; Potency, µM (series often up to 46.1 µM), inactives show at the top dose activity, negative = toxicity, most hits filed as cytotoxic; hit rate 2% among 360,000; AID 686971;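 also: potency is read from the fitted curve at half-maximal effect; 0% = DMSO wells and -100% = cell-free medium wells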
#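 In this qHTS, HT-1080 cells depleted of IDH1 are exposed for 48 h at 37 °C to compound titrations. Toxicity is scored from CellTiter-Glo luminescence, with DMSO as full viability and medium alone as none.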
# MCF10A rereplic – inducers of DNA re-replication in MCF 10A breast cells; MCF 10A DNA re-replication, Hoechst nuclear intensity, 48 h; Potency, µM (highest dose often 46.1 µM), for inactives: at the highest dose activity, positive = re-replication, hits mostly activators; hit rate 2.9% among 350,000; AID 624296; also: potency is read from the fitted curve at half-maximal effect; % of control where 0% means no effect; nearly all actives have a fitted effect of over 50% in size
# IL1B secr inh – inhibitors of inflammasome signaling (IL-1 beta secretion). THP-1 LPS/ATP IL-1B secretion, AlphaLISA, 16 h; stronger effect = lower value. activity change, % at 57.5 µM. hit rate 4.7% among 360,000; in the data active = activity change below about -50%; inconclusive = mostly about -30% to -49%; also: % is scaled to controls: 0 for no effect and ±100 for the full control effect
#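 Secreted IL-1B measured by AlphaLISA bead assay after 16 h compound exposure of THP-1 cells; compounds (final up to 57.5 uM) added 1 h before LPS (250 ng/mL) and ATP (1.25 mM) stimulation; lower signal means less secretion.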
# HT1080-NT tox – kills 2HG-producing HT-1080-NT fibrosarcoma cells; HT-1080-NT fibrosarcoma viability, CellTiter-Glo ATP luminescence, 48 h; Potency, µM (top dose mostly 46.1 µM), for inactives: top-dose activity, negative = less viability, most hits filed as cytotoxic; hit rate 1.6% among 360,000; AID 686970;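 also: NT is the 2HG producing partner of a matched IDH1 knockdown line; potency is read from the fitted curve at half-maximal effect; 0% = DMSO-treated cells and -100% = media-only wells without cells; nearly all actives have a fitted effect of over 55% in size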
#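 HT-1080-NT fibrosarcoma cells (2HG-overproducing), 750 cells/well in RPMI with 5% FBS, dosed after 2 h and incubated 48 h at 37C. CellTiter-Glo luminescence normalized to DMSO and no-cell wells; concentration-response curves fitted and classed.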
# WRN inhibitor – blocks human WRN helicase | WRN helicase unwinding, fluorescent forked duplex, kinetic | Potency, µM (series often up to 114 µM), for inactives: at the highest dose activity change, negative = inhibition, actives largely listed as inhibitors | hit rate 0.46% among 360,000; also: potency is read from the fitted curve at half-maximal effect; % is scaled to controls: 0 for no effect and ±100 for the full control effect; nearly all actives have a fitted effect of over 55% in size
# Target sequence (Q14191 whole entry, looked up): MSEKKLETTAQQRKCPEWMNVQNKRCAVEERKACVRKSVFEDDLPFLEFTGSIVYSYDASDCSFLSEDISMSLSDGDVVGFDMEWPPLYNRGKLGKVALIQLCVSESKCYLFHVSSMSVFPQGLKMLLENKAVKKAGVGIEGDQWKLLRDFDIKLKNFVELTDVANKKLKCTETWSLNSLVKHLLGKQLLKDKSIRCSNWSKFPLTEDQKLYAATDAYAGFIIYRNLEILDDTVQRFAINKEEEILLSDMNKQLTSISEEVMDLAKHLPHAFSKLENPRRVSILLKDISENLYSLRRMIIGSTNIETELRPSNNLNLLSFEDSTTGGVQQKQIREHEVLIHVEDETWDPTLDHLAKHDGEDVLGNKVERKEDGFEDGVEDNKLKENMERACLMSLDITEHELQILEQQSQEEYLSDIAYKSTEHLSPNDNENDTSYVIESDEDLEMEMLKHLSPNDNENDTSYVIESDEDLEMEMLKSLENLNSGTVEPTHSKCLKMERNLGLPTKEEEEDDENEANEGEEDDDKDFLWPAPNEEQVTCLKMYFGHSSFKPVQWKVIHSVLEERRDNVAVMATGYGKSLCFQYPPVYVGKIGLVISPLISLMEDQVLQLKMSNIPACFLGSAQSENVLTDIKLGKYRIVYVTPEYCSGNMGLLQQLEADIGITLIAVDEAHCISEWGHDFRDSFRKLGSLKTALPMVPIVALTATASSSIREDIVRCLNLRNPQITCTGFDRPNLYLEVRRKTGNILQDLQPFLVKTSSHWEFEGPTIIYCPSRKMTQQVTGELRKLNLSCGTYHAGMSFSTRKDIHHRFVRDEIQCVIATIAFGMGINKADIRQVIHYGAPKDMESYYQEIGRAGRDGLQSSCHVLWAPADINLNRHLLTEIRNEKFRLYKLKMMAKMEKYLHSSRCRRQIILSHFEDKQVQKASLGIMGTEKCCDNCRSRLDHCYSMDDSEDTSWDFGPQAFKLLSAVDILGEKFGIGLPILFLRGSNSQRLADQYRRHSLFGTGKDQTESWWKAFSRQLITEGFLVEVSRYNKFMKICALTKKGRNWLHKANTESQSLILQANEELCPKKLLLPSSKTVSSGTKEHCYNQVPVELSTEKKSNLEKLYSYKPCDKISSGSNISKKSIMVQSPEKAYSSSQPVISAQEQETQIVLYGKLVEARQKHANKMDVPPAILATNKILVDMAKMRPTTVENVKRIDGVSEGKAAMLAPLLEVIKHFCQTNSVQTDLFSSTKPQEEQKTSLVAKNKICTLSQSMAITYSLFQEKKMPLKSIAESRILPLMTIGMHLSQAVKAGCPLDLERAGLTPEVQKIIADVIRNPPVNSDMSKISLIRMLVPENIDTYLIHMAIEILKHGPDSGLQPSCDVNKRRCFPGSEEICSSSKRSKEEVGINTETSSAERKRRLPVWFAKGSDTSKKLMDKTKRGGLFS
#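 Primary qHTS, 1536-well format. 20 nM WRN + compound, 15 min RT; start with 100 nM forked fluorophore/quencher duplex, 2 mM ATP (final); kinetic read ex 525/em 598 nm.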
# An asterisk follows results filed as active; u = inconclusive; x = not tested or not shown; & = joins results of further samples; [ ] = dose if it differs, or a comment. Unless noted, calls follow the shape of the dose curve; as a rule, active = well fitted curve in the direction sought with a large enough effect; inconclusive = small, poorly fitted or top-dose-only effect, or another doubt; inactive = no such curve, though single readings can be large; an effect the other way counts as inactive or inconclusive.
SMILES,KB-3-1 cytotox,KB-V1 cytotox,SW480 rerep,ATXN2 expr inh,HT1080 IDH1KD tx,MCF10A rereplic,IL1B secr inh,HT1080-NT tox,WRN inhibitor
COc1ccc(NC(=S)NC(=O)c2cncc(Br)c2)cc1,1%,3%,u,37%,18%,0%,x,1%,10%
COCCCNS(=O)(=O)c1ccc(Oc2ncc(C(F)(F)F)cc2Cl)cc1,-21%,-29%,-3%,-20%,-12%,11%,-20,-6%,-2%
COc1ccc([C@H]2C[C@H](O)[C@@H](n3cc(-c4ccc(F)cc4)nn3)CN2C(=O)C2CCCCC2)cc1,12%,-11%,x,1%,-1%,x,-8,-2%,-7%
O=C(c1cccc(S(=O)(=O)N2CCOCC2)c1)N1CCN(Cc2ccc3c(c2)OCO3)CC1,-10%,u,-3%,-10%,-11%,1%,-12,3%,-10%
COc1ccc(CNC(=O)C2CCCN2S(=O)(=O)c2ccc(C)cc2)cc1 (centres undefined),27%,-9%,-8%,11%,14%,1%,55,19%,2%
CCn1nc(C)c(/C=N/NC(=O)c2c[nH]c3ccccc23)c1C,-3%,8%,-8%,46%[activator],21%,-2%,-2,u,-2%
Cc1ccc(-n2ncc3c(NCCCOC(C)C)ncnc32)c(C)c1,-6%,-10%,0%,4%,-13%,23%,-8,0%,1%
COC(=O)c1ccccc1-c1ccc(/C=C2\C(=O)N(c3ccccc3)N=C2c2ccccc2)o1,0%,-5%,-2%,-5%,-2%,6%,13,11%,-2%
O=S(=O)(/N=C(/Nc1ccccn1)c1ccccc1)c1ccccc1,-3%,12%,1%,6%,-4%,u,9,4%,-4%
CCc1nc(SCC(=O)OC(C)C)c2ccccc2n1,4%,5%,-4%,-9%,14%,-2%,5,3%,1%[57.1 µM]
CCn1nnnc1SCC(=O)Nc1cccc(C)n1,0%,3%,-2%,1%,3%,2%,15,6%,5%
CCC(c1nnnn1Cc1ccc(OC)cc1)N(CCCO)Cc1cc2cc3c(cc2[nH]c1=O)OCO3 (centres undefined),16%,-20%,0%,0%,-20%,-1%,-4,-16%,-3%
Cc1ccccc1Nc1nnc(SCC(=O)Nc2ncc(C(F)(F)F)cc2Cl)s1,2%,0%,1%,0%,20%,1%,0,23%,0%
O=C(NCc1ccco1)C(c1ccc(F)cc1)N(C(=O)Cc1cccs1)c1cccnc1 (centres undefined),2%,1%,-16%,-4%,-11%,-32%[inhibitor],-15,18%,2%
CC(C)CCOc1cccc(OCC(=O)N(C)C2CCS(=O)(=O)C2)c1 (centres undefined),3%,-11%,11%,4%,-7%,u,2,-4%,-1%
CS(=O)(=O)c1ccc(Cl)c(NC(=O)COC(=O)CCN=C2NS(=O)(=O)c3ccccc32)c1,7%,10%,-6%,0%,1%,0%,0,-8%,10%
CCc1ccccc1NC(=O)CN(C)C(=O)Cn1ncc(Cl)c(Cl)c1=O,u,u,6.5µM*,u,u,5.8µM*,-108*,u,13%
O=C(Cn1c(CC(=O)N2CCOCC2)nc2ccccc21)Nc1ccc2c(c1)OC(F)(F)O2,-2%,1%,-24%,7%,-7%,6%,0,-2%,1%
Cc1cccc(C)c1N1C(=O)CC(N2CCN(S(=O)(=O)c3ccccc3F)CC2)C1=O (centres undefined),2%,13%,-8%,x,0%,13%,10,-3%,-6%
COC(=O)Cn1nnc(N2CCOCC2)n1,1%,-1%,25%,-11%,15%,-4%,x,15%,4%
O=C(/C=C/c1ccccc1Cl)NCc1ccco1,-11%,-5%,2%,62%[activator],-5%,u,-27,-10%[9.24 µM],-4%
COc1ccc(NC(=O)C2CCCN(S(=O)(=O)c3ccc4[nH]c(=O)ccc4c3)C2)cc1 (centres undefined),15%,0%,-2%,-9%,-21%,u,36,-14%,-19%
O=C(CCN1CCN(C/C=C/c2ccccc2)CC1)Nc1ccccc1Cl,10%,u,-1%,-15%,3%,-1%,-20,2%,-2%
O=C(O)c1ccccc1NN=Cc1ccccc1,-7%,1%,8%,84%[activator],-15%,u,-14,-15%,-1%
Cc1ccc(NC(=O)CN2CCCC2c2cccn2C)c(Br)c1 (centres undefined),-1%,2%,0%,x,-14%,-2%,-14,-11%,-1%
Nc1nc(-c2ccc(Br)cc2)c(S(=O)(=O)c2ccccc2)s1,-16%,-19%,2%,1%,-1%,2%,-69*,-2%,-3%
NC(=O)CN1C(=O)C2CCCCN2C(=O)c2ccccc21 (centres undefined),-13%,34%,-7%,-2%,-2%,-1%,1,1%,-6%
COc1ccc2[nH]cc(C(=O)N3CCCCC3)c(=O)c2c1,-26%,0%,2%,18%,4%,2%,-13,1%,11%
CN(C)S(=O)(=O)N(CC(=O)N1CCN(c2ccccc2F)CC1)c1ccccc1,-3%,-4%,-5%,-6%[11.3 µM],3%,-4%,-5,-5%,-3%
O=C(NC1CCCCC1)C1c2ccccc2OCC(=O)N1Cc1ccco1 (centres undefined),16%,-28%,x,3%,u,x,0,2%,2%
Cc1ccc(-c2noc(COc3ccc4c(c3)OCO4)n2)cc1,0%,19%,-4%,-7%,15%,-4%,16,11%,1%
CCOc1ccc(OCCC(=O)Nc2ccc(N3CCOCC3)cc2N2CCOCC2)cc1,-17%,-19%,x,x,0%,x,-26,-9%,8%
CCOc1ccc(CCNC(=O)c2ccc(CNS(=O)(=O)c3ccccc3)cc2)cc1OCC,-11%,u,3%,-20%,-2%,6%,3,-3%,-14%
CCOc1ccccc1CNC(=O)CCCC(=O)n1nc(C)c2ccccc21,2%,-12%,u,x,0%,2%,7,-1%,-10%
O=C1CCCC(O)=C1N=Nc1ccc2c(c1)OCO2,-2%,6%,-1%,4%[11.3 µM],4%,-3%,-1,3%,-23%[57.1 µM]
C[C@H]1CN([C@@H](C)CO)C(=O)CCCn2cc(nn2)CO[C@@H]1CN(C)C(=O)Oc1ccccc1,0%,-2%,x,12%,7%,x,5,22%,-4%
CCn1c(C)nnc1SCC(=O)NC1CCCC1,53%,u,6%,1%,7%,3%,0,5%,3%
COc1ccc2c(c1)CC[C@@H]1[C@@H]2CC[C@]2(C)C(=O)CC[C@@H]12,0%,-2%,-112%&-8%[inhibitor],9%,-11%,u,14,1%,-3%
COc1cc(C(=O)NCC(c2cccs2)N2CCOCC2)cc(OC)c1OC (centres undefined),-6%,-17%,-8%,6%,9%,2%,9,-2%,-2%
CC(C)OC(=O)CSc1nc(N2CCOCC2)c2c(c1C#N)CC(C)(C)OC2,-5%,-24%,-5%,14%,-1%,u,8,-2%,0%
COc1cc2c(cc1OC)CN(CC(=O)Nc1ccc(C)c(S(=O)(=O)N3CCOCC3)c1)CC2,-5%,25%,-5%,x,0%,-2%,-13,-3%,-1%
Cc1sc2ncnc(SCC(=O)c3ccc4c(c3)OCCO4)c2c1-c1ccccc1,-29%,16µM*,x,-2%,-2%,12%,0,1%,-23%
Cc1ccc(CNC(=O)C2CC(c3ccc([N+](=O)[O-])cc3)=NO2)cc1 (centres undefined),-5%,18%,-16%,37%[activator],-10%,25%,5,2%,-1%
COc1ccccc1CNC(=O)C1CCCN(S(C)(=O)=O)C1 (centres undefined),1%,u,-6%,1%,5%,1%,-1,12%,-3%
Fc1ccc(-c2nc3nc4ccccc4nc3n2Cc2ccco2)cc1,2%,-4%,4%,16%,-1%,3%,-2,-4%,-6%
O=C(N=Nc1c(O)n(Cc2ccccc2)c2ccccc12)c1ccncc1,u,-20%,9%,-1%,u,-1%,76,u,-15%
O=C(CC1S/C(=N/N=C/C=C/c2ccccc2)NC1=O)Nc1ccc(Cl)c(Cl)c1 (centres undefined),-7%,3%,u,3%,5%,2%,10,12%,3%
CC(NC(=O)C(c1ccccc1)c1ccccc1)C(=O)N1CCCCC1 (centres undefined),-16%,2%,-1%,x,-1%,u,-28,0%,-11%
COc1ccc(OC)c(-n2c(O)cnc2Nc2nc(C)cc(C)n2)c1,6%,6%,1%,6%,8%,-3%,13,9%,-8%
CCOC(=O)c1sc(NC(=O)CSc2nc(O)c(Cc3ccccc3)c(=O)[nH]2)nc1C,-5%,u,-2%,x,-2%,11%,19,-6%,-5%
# (continued)
SMILES,KB-3-1 cytotox,KB-V1 cytotox,SW480 rerep,ATXN2 expr inh,HT1080 IDH1KD tx,MCF10A rereplic,IL1B secr inh,HT1080-NT tox,WRN inhibitor
O=C(CSc1nc2ccccc2c(=O)n1-c1ccc(F)cc1F)Nc1ccc(N2CCOCC2)cc1,4%,0%,u,-6%,-2%,u,-6,-2%,-24%
C=CCn1cc(C(=O)NCCN(CC)CC)c(=O)c2cc(S(=O)(=O)N3CCCCCC3)ccc21,u,u,2%,-12%,-8%,1%,-25,-12%,-4%
CCOC(=O)c1c(NC(=O)C2=COCCO2)sc2c1CCN(C(=O)OC)C2,0%,u,-3%,-12%,1%,u,-26,10%,2%
COc1cc(SC)ccc1C(=O)N1CCN(c2ccc(O)cc2)CC1,u,-12%,u,-38%,-3%,1%,24,0%,-9%
Cn1c(CCC(=O)OCC(=O)NCC(F)(F)F)nc(=O)c2ccccc21,-16%,-20%,-1%,4%,-11%,3%,-23,-15%,-3%
O=S(=O)(c1ccc(Cl)cc1)N1CCSC1c1ccco1 (centres undefined),4%,-9%,-17%,-8%,1%,-181%[0.0737 µM],-26,5%,-3%
COc1ccc(C(=O)N2CCCC(Nc3ccc(C)c(C)c3)C2)cc1 (centres undefined),3%,19%,-1%,-8%,1%,-17%,8,5%,0%
